Screening results (PubChem)
IP6K1 inhibitor – inhibitors of human IP6K1; IP6K1 kinase, ADP-Glo luminescence, 2 h; hits give low values; activity change, % (series mostly up to about 58 µM); 140,000 compounds, 0.81% hits; Q92551; AID 1645851; in the data active = activity change below about -25%
Target sequence (Q92551 whole entry, looked up): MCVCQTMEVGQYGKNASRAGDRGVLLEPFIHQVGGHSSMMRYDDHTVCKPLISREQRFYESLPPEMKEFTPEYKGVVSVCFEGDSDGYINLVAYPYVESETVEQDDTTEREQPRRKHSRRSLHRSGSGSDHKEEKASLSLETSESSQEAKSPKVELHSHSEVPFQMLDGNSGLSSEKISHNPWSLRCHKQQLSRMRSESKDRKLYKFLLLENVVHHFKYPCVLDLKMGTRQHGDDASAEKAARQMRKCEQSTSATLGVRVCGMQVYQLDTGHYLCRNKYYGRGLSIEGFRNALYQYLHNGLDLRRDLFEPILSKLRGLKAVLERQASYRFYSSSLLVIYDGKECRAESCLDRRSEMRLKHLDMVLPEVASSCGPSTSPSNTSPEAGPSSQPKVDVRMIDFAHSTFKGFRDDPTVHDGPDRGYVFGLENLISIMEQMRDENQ
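ADP-Glo luminescence measures ADP made by human IP6K1 during a 2 h RT reaction with ATP/IP6 (mix at 1.3 mM/130 uM); top library doses 57.5 and 19.1 uM final.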
FLuc inh – blocks purified firefly luciferase enzyme activity; P08659; purified P. pyralis luciferase, luminescence, biochemical; Potency, µM (doses to about 115 µM), for the others: top-dose activity change, negative = inhibition, usual class: inhibitors; 76,000 compounds, 2.5% hits; AID 1347043; note: potency is the fitted concentration of half-maximal effect; nearly all actives have a fitted effect of over 65% in size
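Biochemical qHTS: compound (6-point titration) added to 10uM D-luciferin plus 10uM ATP in Tris acetate pH 7.5 buffer with Mg, Tween-20 and BSA, then purified enzyme at 10nM; light output imaged.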
HEK293 tox – HEK 293 cell cytotoxicity; HEK 293 viability, ATP luminescence (CellTiter-Glo), 48-72 h; Potency, µM (series often up to 115 µM), for inactives: at the top dose activity change, negative = cytotoxicity, usual class: inhibitors; 94,000 compounds, 6.6% hits; AID 1345083; note: potency is the fitted concentration of half-maximal effect; nearly all actives have a fitted effect of over 60% in size
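CellTiter-Glo luminescence (cellular ATP) was read after 48 or 72 hr of compound exposure at 37 degree Celsius. Cells were HEK 293 plated at 250 cells/well.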
GPT2 inhibitor – GPT2 alanine aminotransferase inhibition | Q8TD30 | Recombinant GPT2, coupled pyruvate oxidase/HRP Amplex Red fluorescence | 100,000 compounds, 0.25% hits | Potency, µM (doses to about 57.7 µM), for the others: top-dose activity change, negative = inhibition, hits mostly inhibitors; note: potency is the fitted concentration of half-maximal effect; nearly all actives have a fitted effect of over 60% in size; many of its hits are not listed in these tables
Target sequence (Q8TD30 whole entry, looked up): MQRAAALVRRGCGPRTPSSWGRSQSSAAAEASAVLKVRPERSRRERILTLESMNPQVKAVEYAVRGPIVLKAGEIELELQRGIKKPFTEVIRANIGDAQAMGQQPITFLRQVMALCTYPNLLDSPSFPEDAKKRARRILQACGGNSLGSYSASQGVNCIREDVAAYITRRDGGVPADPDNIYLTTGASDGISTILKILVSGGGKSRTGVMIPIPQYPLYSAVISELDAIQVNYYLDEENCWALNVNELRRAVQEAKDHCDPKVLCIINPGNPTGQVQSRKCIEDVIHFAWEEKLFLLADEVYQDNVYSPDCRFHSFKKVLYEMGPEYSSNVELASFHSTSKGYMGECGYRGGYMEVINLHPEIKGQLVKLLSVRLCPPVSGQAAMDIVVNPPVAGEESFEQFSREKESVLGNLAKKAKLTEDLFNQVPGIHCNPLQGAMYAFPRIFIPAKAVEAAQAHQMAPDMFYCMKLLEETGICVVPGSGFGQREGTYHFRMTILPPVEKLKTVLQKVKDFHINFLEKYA
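Fluorescence read-out: pyruvate from GPT2 turnover coupled to pyruvate oxidase, HRP and Amplex Red (0.2mM ThPP, 0.2U/mL PO and HRP, 50uM Amplex final). Substrates 250uM a-KG, 2mM L-alanine; enzyme 10ng/uL; 30 min RT.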
SNCA viab count – reduces viability of HEK-293 SNCA reporter cells; HEK-293-SNCA-luc viability, GF-AFC fluorescence, 24 h; Potency, µM (doses to about 57.1 µM), for the others: top-dose activity change, negative = cytotoxicity, actives largely listed as cytotoxic; 150,000 compounds, 0.12% hits; AID 1671193;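 note: potency is the fitted concentration of half-maximal effect; 0% = DMSO-treated cells and -100% = medium-only wells without cells; nearly all actives have a fitted effect of over 30% in size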
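HEK-293-SNCA-luc cells (1500/well) plated 24 h, then exposed 24 h to a dilution series; GF-AFC added 30 min at 37C, fluorescence 405/540 nm; normalised to medium-only and DMSO wells, Hill fit.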
SNCA expr inh – inhibitors of alpha-synuclein (SNCA) gene expression. HEK-293 SNCA-luciferase knock-in, luminescence, 24 h. Potency, µM (series often up to 57.2 µM), for the others: top-dose activity change, negative = inhibition, hits mostly inhibitors. 140,000 compounds, 0.17% hits;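 note: potency is the fitted concentration of half-maximal effect; plate controls were DMSO cells for no effect and cell-free wells for full effect; nearly all actives have a fitted effect of over 45% in size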
3T3 cytotox – NIH 3T3 cell cytotoxicity. NIH 3T3 viability, CellTiter-Glo ATP luminescence, 48-72 h. Potency, µM (series often up to 96.7 µM), without a hit: at the highest dose activity change, negative = cytotoxicity, most hits filed as inhibitors. 94,000 compounds, 4.3% hits. AID 1345082; note: potency is the fitted concentration of half-maximal effect; nearly all actives have a fitted effect of over 55% in size
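Cytotoxicity was measured by CellTiter-Glo ATP luminescence after 48 or 72 h compound exposure at 37 °C. Mouse NIH 3T3 fibroblasts were seeded at 400 cells/well and dosed by 23 nL pin transfer.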
Numbers without * were called inactive; [ ] = remark or other dose. Unless noted, calls come from the whole dose curve; as a rule, active = well fitted curve in the direction sought with a large enough effect; inconclusive = small, poorly fitted or top-dose-only effect, or another doubt; inactive = no such curve, though single readings can be large; an effect the other way counts as inactive or inconclusive. Unless noted, % is set by controls: 0 for no effect and ±100 for the full control effect.

`CCOc1c(CN(C)C(=O)C(c2ccc(F)cc2)N(C)C)cccc1OC` (centres undefined) gave IP6K1 inhibitor -3, FLuc inh 0%, HEK293 tox -31%, GPT2 inhibitor inconclusive, SNCA viab count -7%, SNCA expr inh -16% and 3T3 cytotox -28%.
Screening CCOC(=O)N1CCc2c(sc(NCc3ccc(OCC)cc3)c2C(=O)Nc2ccc(OC)cc2OC)C1 returned IP6K1 inhibitor 3, SNCA viab count 2% and SNCA expr inh inconclusive.
Screening CC1C=CC(C)N1c1ncnc2c1CN(C1CCNCC1)C(=O)CN2C (centres undefined) returned IP6K1 inhibitor -3, HEK293 tox -13%, GPT2 inhibitor inactive, SNCA viab count 9%, SNCA expr inh -24% and 3T3 cytotox -10%.
COC[C@@H]1CN(C(=O)CCc2c(C)noc2C)C[C@H]1c1ccncc1 was read as IP6K1 inhibitor 0, FLuc inh -5%, HEK293 tox inactive, GPT2 inhibitor 4%, SNCA viab count inconclusive, SNCA expr inh 22% and 3T3 cytotox inactive.
COc1ccc(-c2nn(-c3ccccc3C)cc2CN2CCCN(C)CC2)cc1F was read as IP6K1 inhibitor 35, FLuc inh 7%, HEK293 tox inconclusive, GPT2 inhibitor -12%, SNCA viab count inconclusive, SNCA expr inh -3% and 3T3 cytotox inconclusive.
COc1ccc(/C=C/C(=O)Nc2ccc(Cl)cc2Cl)cc1 was read as IP6K1 inhibitor 2, SNCA viab count -3% and SNCA expr inh 89%[activator].
For CN1CCN(CCCNc2nccc(-c3ccccn3)n2)CC1 the results were IP6K1 inhibitor -10, FLuc inh 9%, HEK293 tox inactive, GPT2 inhibitor -4%, SNCA viab count -3%, SNCA expr inh 11% and 3T3 cytotox -2%.
`CSc1nc2c(sc3ccccc32)c(=O)n1Cc1ccc(C)cc1` gave IP6K1 inhibitor 12, SNCA viab count -1% and SNCA expr inh -4%.
`Cc1ccc2c(n1)O[C@@H](COCc1ccccc1)CN(Cc1ccc3c(c1)OCO3)C2=O` gave IP6K1 inhibitor 38, HEK293 tox inconclusive, GPT2 inhibitor inactive, SNCA viab count -14%[23.9 µM], SNCA expr inh 1%[25.6 µM] and 3T3 cytotox 13µM*.
Screening COCc1nnc2n1CCC(NS(=O)(=O)c1ccc3c(c1)CCC3)CC2 (centres undefined) returned IP6K1 inhibitor 4, FLuc inh 3%, HEK293 tox -29%, GPT2 inhibitor -23%, SNCA viab count 9%, SNCA expr inh 2% and 3T3 cytotox -17%.
O=C(NC1CCc2nn(CC3CC3)c(=O)n2CC1)c1ccc(Cn2ccnc2)o1 (centres undefined) was read as IP6K1 inhibitor 12, FLuc inh -1%, HEK293 tox -12%, GPT2 inhibitor -9%, SNCA viab count 5%, SNCA expr inh 5% and 3T3 cytotox -16%.
`CC(C)Oc1ccc2c(NC(=O)c3ccn(C)n3)nn(CC(F)(F)F)c2c1` gave IP6K1 inhibitor 14, FLuc inh 3%, HEK293 tox -2%, GPT2 inhibitor inactive[11.5 µM], SNCA viab count -1%, SNCA expr inh -7% and 3T3 cytotox 4%.
For CO[C@@]1(NC(=O)Cc2cccs2)C(=O)N2C(C(=O)O)=C(COC(N)=O)CS[C@@H]21 the results were IP6K1 inhibitor 16, GPT2 inhibitor -2%, SNCA viab count -16%[23.9 µM] and SNCA expr inh -22%[25.6 µM].
`COc1cc(OC)c(OC)cc1CNCCSc1nnnn1-c1ccccc1` gave IP6K1 inhibitor 17, SNCA viab count 3% and SNCA expr inh 6%.
Screening CCN(CC1CCN(CCc2ccccc2C)CC1)C(=O)C1C=CCN1 (centres undefined) returned IP6K1 inhibitor -9, FLuc inh -9%, HEK293 tox -22%, GPT2 inhibitor 0%, SNCA viab count -8%, SNCA expr inh -5% and 3T3 cytotox inconclusive.
O=C(NCC1CCCO1)N1CCCCCCn2c(nnc2-c2ccc(F)cc2)CC1 (centres undefined) was read as IP6K1 inhibitor 48, FLuc inh -20%, HEK293 tox inconclusive, GPT2 inhibitor inactive, SNCA viab count 5%, SNCA expr inh 16% and 3T3 cytotox -28%.
For O=C1CCN(C(=O)[C@@H]2CCCN2C(=O)NC2CCCCC2)CCCCCCN1 the results were IP6K1 inhibitor 1, FLuc inh -1%, HEK293 tox 2%, GPT2 inhibitor -2%, SNCA viab count -1%, SNCA expr inh 31%[activator] and 3T3 cytotox -12%.
Screening O=C1NCc2ccccc2CC12CCCCN2Cc1ccccc1 (centres undefined) returned IP6K1 inhibitor -18, HEK293 tox -15%, GPT2 inhibitor inactive, SNCA viab count -21%, SNCA expr inh inconclusive and 3T3 cytotox -3%.
For Cc1ccc(-c2ccc3nnc(CNC(=O)c4ccccc4F)n3n2)cc1C the results were IP6K1 inhibitor -7, FLuc inh 0%, HEK293 tox -9%, GPT2 inhibitor 3%, SNCA viab count -5%, SNCA expr inh 48%[activator] and 3T3 cytotox -18%.
`c1cncc(-c2ccnc(NCCCn3nccc3C3CC3)n2)c1` gave IP6K1 inhibitor 9, FLuc inh inconclusive, HEK293 tox inconclusive, GPT2 inhibitor inactive, SNCA viab count 0%, SNCA expr inh -18% and 3T3 cytotox inconclusive.
For Cn1ccc(NC(=O)CC[C@H]2NC(=O)c3ccccc3NC2=O)n1 the results were IP6K1 inhibitor 1, FLuc inh 1%, HEK293 tox 6%, GPT2 inhibitor inactive, SNCA viab count 1%, SNCA expr inh 10% and 3T3 cytotox inactive.
Screening C[C@]1(CO)[C@H]2Cc3sc(NC(=O)c4ccco4)nc3[C@@H](CC(=O)NC3CCCCC3)[C@]2(C)CC[C@H]1O returned IP6K1 inhibitor -8, FLuc inh 1%, HEK293 tox 2%, GPT2 inhibitor 2%, SNCA viab count 1%, SNCA expr inh -12% and 3T3 cytotox 0%.
For CCN1CCN(c2cc3c(cc2F)c(=O)c(S(=O)(=O)c2cc(C)cc(C)c2)cn3CC)CC1 the results were IP6K1 inhibitor -4, SNCA viab count -13% and SNCA expr inh 17%.
`Cc1ccc(CNC(=O)c2ccc3c(=O)n(-c4ccccc4)c(=O)[nH]c3c2)cc1` gave IP6K1 inhibitor -14, SNCA viab count 4% and SNCA expr inh 10%.
Screening O=C(O)C[C@@H]1CCN(C(=O)c2ccc(F)cc2)C[C@@H]1CCN1CCN(c2ccccn2)CC1 returned IP6K1 inhibitor 4, FLuc inh 6%, HEK293 tox inactive, GPT2 inhibitor -10%, SNCA viab count 4%, SNCA expr inh -19% and 3T3 cytotox -31%.
For CC1=CC(=O)C(=C(C)C)CC2C(C)(O)CCC12O (centres undefined) the results were IP6K1 inhibitor -6, GPT2 inhibitor inactive and SNCA viab count -23%.
`COc1cc(CNCCSc2nnnn2C)ccc1OCc1ccc(Cl)cc1Cl` gave IP6K1 inhibitor 22, SNCA viab count inconclusive and SNCA expr inh 16%.
`CC(C)(C)C(=O)N1CCN(C(=O)c2nc3cccnc3n(CCc3ccccc3)c2=O)CC1` gave IP6K1 inhibitor 11, HEK293 tox -8%, GPT2 inhibitor inactive, SNCA viab count 4%, SNCA expr inh -10% and 3T3 cytotox -25%.
For O=C(NCCc1ccccc1)c1ccc2c(c1)N(Cc1ccc(F)cc1)C(=O)c1ccccc1S2 the results were IP6K1 inhibitor -7, SNCA viab count -27% and SNCA expr inh -17%.
Screening O=C(C1CCCC1)N1CC(c2noc(COc3ccccc3)n2)C1 returned IP6K1 inhibitor 18, FLuc inh -12%, HEK293 tox inconclusive, GPT2 inhibitor inactive, SNCA viab count 5%, SNCA expr inh 4% and 3T3 cytotox -19%.
Screening Cc1nn(C)c(C)c1CCC(=O)N1CCOCC1CC(=O)NC1CCCC1 (centres undefined) returned IP6K1 inhibitor 26, FLuc inh 0%, HEK293 tox inactive, GPT2 inhibitor -4%[11.5 µM], SNCA viab count 2%, SNCA expr inh -18% and 3T3 cytotox 2%.
`COCCNc1ncnc2c1CN(C1CCNCC1)C(=O)CN2C` gave IP6K1 inhibitor 3, HEK293 tox -12%, GPT2 inhibitor 2%, SNCA viab count 9%, SNCA expr inh -5% and 3T3 cytotox -13%.
For COc1ccc(N2CC(COc3ccccc3)Oc3nc(C)ccc3C2=O)cc1 (centres undefined) the results were IP6K1 inhibitor 23, HEK293 tox inconclusive, GPT2 inhibitor 2%[27.3 µM], SNCA viab count 2%[23.9 µM], SNCA expr inh 7%[25.6 µM] and 3T3 cytotox -28%[46.1 µM].
CCOc1ccc(C(=O)c2cn(CC(=O)Nc3ccc4c(c3)OCO4)c3ccc(OCC)cc3c2=O)cc1 was read as IP6K1 inhibitor -14, SNCA viab count 10% and SNCA expr inh -2%.
COc1ncccc1-c1cc(-c2c(C)noc2C)cc2c1C(=O)N(C)C2=O was read as IP6K1 inhibitor 2, FLuc inh -5%[172 µM], HEK293 tox inconclusive, GPT2 inhibitor 2%[88.5 µM], SNCA viab count -5%[87.6 µM], SNCA expr inh 41%[activator][87.6 µM] and 3T3 cytotox -30%[138 µM].
For O=C(NCC1CCN(c2cc(-c3ccc(Cl)cc3)[nH]n2)CC1)c1ccc(=O)[nH]c1 the results were IP6K1 inhibitor 8, FLuc inh inconclusive, HEK293 tox -5%, GPT2 inhibitor inconclusive, SNCA viab count 2%, SNCA expr inh 22% and 3T3 cytotox inconclusive.
`COc1ccc2nc([C@H]3CCN(Cc4ccc(NC(C)=O)cc4)C3)[nH]c2c1` gave IP6K1 inhibitor 1, FLuc inh inconclusive, HEK293 tox -27%[172 µM], GPT2 inhibitor inactive, SNCA viab count 15%[87.6 µM], SNCA expr inh 59%[activator][87.6 µM] and 3T3 cytotox inconclusive.
For COc1cccc(CNC(=O)c2nn(-c3ccc(C)cc3)c(=O)c3c2c2ccccc2n3C)c1 the results were IP6K1 inhibitor 11, SNCA viab count 1% and SNCA expr inh 8%.
For O=C(NCc1cccs1)c1ccc2nnc(-c3cc(F)ccc3F)n2c1 the results were IP6K1 inhibitor 8, HEK293 tox -13%, GPT2 inhibitor inactive, SNCA viab count -17%, SNCA expr inh -25% and 3T3 cytotox -26%.
`CC[C@H]1CN(C(=O)c2ccnc(Cl)c2)CC[C@H]1CC(=O)N1CCC(C(=O)OC)CC1` gave IP6K1 inhibitor 0, FLuc inh -7%, HEK293 tox -1%, GPT2 inhibitor 4%, SNCA viab count 1%, SNCA expr inh -13% and 3T3 cytotox -8%.
For C[S+](=O)([O-])N1CCC2(CC1)CC(c1cccc(C(F)(F)F)c1)=NO2 the results were IP6K1 inhibitor 4, HEK293 tox inconclusive and 3T3 cytotox -31%.
Screening COC[C@@H]1CN(C(=O)CC2=CCCCC2)C[C@H]1c1ccncc1 returned IP6K1 inhibitor -8, FLuc inh -10%, HEK293 tox inactive, GPT2 inhibitor -6%, SNCA viab count -3%, SNCA expr inh 3% and 3T3 cytotox -25%.

A stretch from the list above, for reference:
For COc1ccc(N2CC(COc3ccccc3)Oc3nc(C)ccc3C2=O)cc1 (centres undefined) the results were IP6K1 inhibitor 23, HEK293 tox inconclusive, GPT2 inhibitor 2%[27.3 µM], SNCA viab count 2%[23.9 µM], SNCA expr inh 7%[25.6 µM] and 3T3 cytotox -28%[46.1 µM].
CCOc1ccc(C(=O)c2cn(CC(=O)Nc3ccc4c(c3)OCO4)c3ccc(OCC)cc3c2=O)cc1 was read as IP6K1 inhibitor -14, SNCA viab count 10% and SNCA expr inh -2%.
